Screens deposited in PubChem by several laboratories.
CRFR2-BP antag = antagonists of CRF-BP/CRF-R2 complex, primary screen, cell-based, HEK293, calcium dye fluorescence, uHTS; CRF-induced calcium fluorescence; inhibition, % at 11.8 µM; 350,000 compounds, 0.59% hits; AID 588475, 2011;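 active = inhibition of the ligand-induced calcium signal above about 50% at the single tested concentration, limit read from the data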
GalR3 antag = GalR3 antagonists in HEK293 cells, primary screen, cell-based, fluorescence readout; Galanin receptor type 3 (Homo sapiens), O60755; HEK293 GalR3-CNG cAMP membrane potential fluorescence; galR3 body fused to GalR1 C-terminus; inhibition, % at 3 µM; 360,000 compounds, 0.44% hits;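 active = inhibition above the screen-wide average plus 3 SD, cut at about 13% in these data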;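 note: forskolin and galanin both at EC90 stimulate the cells; cAMP rise reported by CNG channel membrane potential dye signal; 0% = forskolin plus galanin with DMSO and 100% = forskolin alone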
CRFBP-R2 agonist = agonists of CRF-BP/CRF-R2 complex, primary screen, cell-based, HEK293, calcium dye fluorescence, uHTS | calcium dye fluorescence (FLIPR); percent of saturating CRF peptide response | activation, % at 13.2 µM | 350,000 compounds, 0.46% hits;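 active = activation of at least 50%, plus an integration ratio under a set limit after plate pattern correction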;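 note: plate controls were neutral control wells without compound for no effect and CRF at EC100 for full effect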
The depositor's hits bear a star.

SMILES: CCOC(=O)CC(SP1(=S)OCC2(CCCCC2)CO1)C(=O)OCC (stereo not given)
  CRFR2-BP antag: 18
  GalR3 antag: -7
  CRFBP-R2 agonist: 2.3

SMILES: C[C@@H]1CN([C@H](C)CO)C(=O)CCCn2nncc2CO[C@@H]1CN(C)C(=O)Oc1ccc2ccccc2c1
  CRFR2-BP antag: -19
  GalR3 antag: -4
  CRFBP-R2 agonist: 0.9

SMILES: COC[C@H]1OC(=O)c2coc3c2[C@@]1(C)C1=C(C3=O)[C@@H]2CCC(=O)[C@@]2(C)C[C@H]1OC(C)=O
  CRFR2-BP antag: -17
  GalR3 antag: 0
  CRFBP-R2 agonist: 7.3

SMILES: c1ccc(Nc2ccc3ccccc3c2)cc1
  CRFR2-BP antag: -5
  GalR3 antag: -1
  CRFBP-R2 agonist: -0.1

SMILES: CC[C@@H](CO)NC(=O)[C@@H]1C=C2c3cccc4[nH]cc(c34)C[C@H]2N(C)C1
  CRFR2-BP antag: -21
  GalR3 antag: -5
  CRFBP-R2 agonist: 15

SMILES: COC(=O)C1=C(c2ccc(Cl)c(C(F)(F)F)c2)C[C@@H]2CC[C@H]1N2C(=O)NC1CCCCC1
  CRFR2-BP antag: 5
  GalR3 antag: -6
  CRFBP-R2 agonist: -0.9

SMILES: COC(=O)C1=C(c2ccc(F)cc2OCc2ccccc2)C[C@@H]2CC[C@H]1N2C(=O)NCc1ccccc1OC
  CRFR2-BP antag: 27
  GalR3 antag: -4
  CRFBP-R2 agonist: 3.9

SMILES: CC(C)NC(C)Cc1ccc(I)cc1 (stereo not given)
  CRFR2-BP antag: -1
  GalR3 antag: -3
  CRFBP-R2 agonist: 3.1

SMILES: C[C@H](CO)N1C[C@H](C)[C@H](CN(C)C(=O)Oc2ccccc2)OCc2cnnn2CCCC1=O
  CRFR2-BP antag: -13
  GalR3 antag: -1
  CRFBP-R2 agonist: -0.8

SMILES: CCOP(=S)(OCC)Oc1nc(Cl)c(Cl)cc1Cl
  CRFR2-BP antag: 15
  GalR3 antag: -1
  CRFBP-R2 agonist: 1.1

SMILES: COc1ccc2nc3c(C)n(C)ccc-3c2c1
  CRFR2-BP antag: 6
  GalR3 antag: 0
  CRFBP-R2 agonist: 3.6

SMILES: COC(=O)C1=C(c2ccc(OCc3ccccc3)cc2)C[C@@H]2CC[C@H]1N2C(=O)NCc1ccc(OC)c(OC)c1
  CRFR2-BP antag: 11
  GalR3 antag: 1
  CRFBP-R2 agonist: 0.2

SMILES: O=C(NCC1=C(c2cccc3ccccc23)C[C@@H]2CC[C@H]1N2Cc1ccco1)c1cccs1
  CRFR2-BP antag: -10
  GalR3 antag: -9
  CRFBP-R2 agonist: -0.6

SMILES: COC(=O)C1=C(c2c(C)noc2C)C[C@@H]2CC[C@H]1N2C(=O)NC(C)C
  CRFR2-BP antag: 3
  GalR3 antag: -7
  CRFBP-R2 agonist: -1.0

SMILES: C=CCC1(CC)C(=O)NC(=S)NC1=O
  CRFR2-BP antag: -18
  GalR3 antag: -3
  CRFBP-R2 agonist: 0.1

SMILES: COc1cc2c(c(OC)c1OC)-c1ccc(SC)c(=O)cc1C(NC(C)=O)CC2 (stereo not given)
  CRFR2-BP antag: 0
  GalR3 antag: -2
  CRFBP-R2 agonist: 1.2

SMILES: Cc1ccc(-c2cc(-c3ccc(C)cc3)[n+](-c3ccc(C(=O)[O-])cc3)c(-c3ccc(C)cc3)c2)cc1
  CRFR2-BP antag: -5
  GalR3 antag: -1
  CRFBP-R2 agonist: 16

SMILES: COC(=O)C1=C(c2ccc3ccccc3c2)C[C@@H]2CC[C@H]1N2C(=O)NC1Cc2ccccc2C1
  CRFR2-BP antag: 8
  GalR3 antag: -4
  CRFBP-R2 agonist: 1.1

SMILES: O=C(O)c1ccc([N+](=O)[O-])c([N+](=O)[O-])c1
  CRFR2-BP antag: 24
  GalR3 antag: 0
  CRFBP-R2 agonist: 1.5

SMILES: Oc1ccc(Cl)cc1Cc1ccccc1
  CRFR2-BP antag: 4
  GalR3 antag: -5
  CRFBP-R2 agonist: -0.7

SMILES: COc1ccc(CCNC2(C#N)CCCCC2)cc1OC
  CRFR2-BP antag: 8
  GalR3 antag: -5
  CRFBP-R2 agonist: 5.4

SMILES: COC(=O)C1=C(c2ccc(-c3ccccc3)c(F)c2)C[C@@H]2CC[C@H]1N2C(=O)NCc1cc(C)oc1C(F)(F)F
  CRFR2-BP antag: 11
  GalR3 antag: -3
  CRFBP-R2 agonist: 2.3

SMILES: C=CC[C@@H](C)CC(=O)C(CCCN=[N+]=[N-])SOOc1ccccc1 (stereo not given in full)
  CRFR2-BP antag: -15
  GalR3 antag: -7
  CRFBP-R2 agonist: 0.7

SMILES: C[C@@H]1C[C@@H]([C@H](O)CC2CC(=O)NC(=O)C2)C(=O)[C@@H](C)C1
  CRFR2-BP antag: 11
  GalR3 antag: 0
  CRFBP-R2 agonist: -0.7

SMILES: Cc1cc(C)c2c(ccc3cccc[n+]32)c1
  CRFR2-BP antag: 4
  GalR3 antag: -2
  CRFBP-R2 agonist: 0.9

Rewritten as a markdown table: 5 of the compounds above
| canonical_smiles | CRFR2-BP antag | GalR3 antag | CRFBP-R2 agonist |
| --- | --- | --- | --- |
| C[C@H](CO)N1C[C@H](C)[C@H](CN(C)C(=O)Oc2ccccc2)OCc2cnnn2CCCC1=O | -13 | -1 | -0.8 |
| CCOP(=S)(OCC)Oc1nc(Cl)c(Cl)cc1Cl | 15 | -1 | 1.1 |
| COc1ccc2nc3c(C)n(C)ccc-3c2c1 | 6 | 0 | 3.6 |
| COC(=O)C1=C(c2ccc(OCc3ccccc3)cc2)C[C@@H]2CC[C@H]1N2C(=O)NCc1ccc(OC)c(OC)c1 | 11 | 1 | 0.2 |
| O=C(NCC1=C(c2cccc3ccccc23)C[C@@H]2CC[C@H]1N2Cc1ccco1)c1cccs1 | -10 | -9 | -0.6 |

Looked up by compound from the list above, 6 records:
SMILES: CCOP(=S)(OCC)Oc1nc(Cl)c(Cl)cc1Cl
  CRFR2-BP antag: 15
  GalR3 antag: -1
  CRFBP-R2 agonist: 1.1

SMILES: c1ccc(Nc2ccc3ccccc3c2)cc1
  CRFR2-BP antag: -5
  GalR3 antag: -1
  CRFBP-R2 agonist: -0.1

SMILES: COC(=O)C1=C(c2ccc(F)cc2OCc2ccccc2)C[C@@H]2CC[C@H]1N2C(=O)NCc1ccccc1OC
  CRFR2-BP antag: 27
  GalR3 antag: -4
  CRFBP-R2 agonist: 3.9

SMILES: COc1ccc2nc3c(C)n(C)ccc-3c2c1
  CRFR2-BP antag: 6
  GalR3 antag: 0
  CRFBP-R2 agonist: 3.6

SMILES: Cc1cc(C)c2c(ccc3cccc[n+]32)c1
  CRFR2-BP antag: 4
  GalR3 antag: -2
  CRFBP-R2 agonist: 0.9

SMILES: COc1cc2c(c(OC)c1OC)-c1ccc(SC)c(=O)cc1C(NC(C)=O)CC2 (stereo not given)
  CRFR2-BP antag: 0
  GalR3 antag: -2
  CRFBP-R2 agonist: 1.2

Remaining list, next part:
SMILES: [Cl][Pt+2][Cl].[NH-]C1CCCCC1[NH-] (stereo not given)
  CRFR2-BP antag: -40
  GalR3 antag: -1
  CRFBP-R2 agonist: -0.5

SMILES: COC(=O)C1=C(c2ccc(OC)c(OC)c2)C[C@@H]2CC[C@H]1N2C(=O)NCCNC(C)=O
  CRFR2-BP antag: 7
  GalR3 antag: -1
  CRFBP-R2 agonist: -1.9

SMILES: C=CCC1(CCCCC)C(=O)NC(=S)NC1=O
  CRFR2-BP antag: -35
  GalR3 antag: -5
  CRFBP-R2 agonist: 0.9

SMILES: C[C@]12CCC3C(CC[C@H]4C[C@@H](O)CC[C@]34C)C1C[C@@H](N)[C@@H]2O (stereo not given in full)
  CRFR2-BP antag: -3
  GalR3 antag: -5
  CRFBP-R2 agonist: 0.4

SMILES: CC1(C)C(=O)CCC2C1=CCC1C2CCC2(C)C(O)CCC12 (stereo not given)
  CRFR2-BP antag: -14
  GalR3 antag: -6
  CRFBP-R2 agonist: -0.4

SMILES: CC12CCC3C(CCC4CC(=O)CCC43C)C1CC(=NO)C2=O (stereo not given)
  CRFR2-BP antag: -29
  GalR3 antag: 0
  CRFBP-R2 agonist: 0.2

SMILES: COC(=O)C1=C(c2cccc(OCc3ccccc3)c2)C[C@@H]2CC[C@H]1N2C(=O)NNCc1ccccc1
  CRFR2-BP antag: 29
  GalR3 antag: -9
  CRFBP-R2 agonist: -1.8

SMILES: CC(C)[C@H]1CC2C3CC=C4C[C@@H](O)CC[C@]4(C)C3CC[C@]2(C)[C@H]1O (stereo not given in full)
  CRFR2-BP antag: 1
  GalR3 antag: -7
  CRFBP-R2 agonist: -0.9

SMILES: O=C1CN=C(c2cc([N+](=O)[O-])ccc2Cl)c2cc([N+](=O)[O-])ccc2N1
  CRFR2-BP antag: -5
  GalR3 antag: -1
  CRFBP-R2 agonist: 1.3

SMILES: COC(=O)C1=C(c2c(C)noc2C)C[C@@H]2CC[C@H]1N2C(=O)NC1CCCCC1
  CRFR2-BP antag: 7
  GalR3 antag: -6
  CRFBP-R2 agonist: -2.4

SMILES: NC1CC2CCCCC2CC1(O)c1ccccc1 (stereo not given)
  CRFR2-BP antag: -6
  GalR3 antag: -4
  CRFBP-R2 agonist: -1.7

SMILES: CCOP(=O)(Cc1ccccc1)OCC
  CRFR2-BP antag: 6
  GalR3 antag: -4
  CRFBP-R2 agonist: -1.1

SMILES: COC(=O)c1cn(Cc2ccc(F)cc2)c2ccccc12
  CRFR2-BP antag: 12
  GalR3 antag: -7
  CRFBP-R2 agonist: 0.7

SMILES: C=CCCC1(CC(C)C)C(=O)NC(=S)NC1=O
  CRFR2-BP antag: 8
  GalR3 antag: 0
  CRFBP-R2 agonist: -2.9

SMILES: O=S(=O)(c1ccccc1)N1Cc2ccccc2-n2nncc2C1
  CRFR2-BP antag: 13
  GalR3 antag: -5
  CRFBP-R2 agonist: -1.2

SMILES: COc1cc2c(cc1O)[C@@H]1Cc3ccc(OC)c(O)c3CN1CC2
  CRFR2-BP antag: -6
  GalR3 antag: -1
  CRFBP-R2 agonist: -0.2

SMILES: COc1ccc(NC(=S)N2Cc3ccccc3-n3nncc3C2)c(OC)c1
  CRFR2-BP antag: -5
  GalR3 antag: -7
  CRFBP-R2 agonist: 0.3

SMILES: COC(=O)C1=C(c2cccc(C#N)c2)C[C@@H]2CC[C@H]1N2C(=O)N1CCCCC1
  CRFR2-BP antag: -2
  GalR3 antag: -2
  CRFBP-R2 agonist: -4.0

SMILES: CN(c1ccccc1)P(=O)(N1CC1)N1CC1
  CRFR2-BP antag: 54*
  GalR3 antag: -2
  CRFBP-R2 agonist: 2.0

SMILES: CC12CCC(=O)C=C1CC(N1CC1)C1C2CCC2(C)C(O)CCC12 (stereo not given)
  CRFR2-BP antag: 18
  GalR3 antag: -3
  CRFBP-R2 agonist: 2.5

SMILES: CN1C[C@H]2CON(C)[C@H]2C[C@H]1c1cccc(Br)c1
  CRFR2-BP antag: 0
  GalR3 antag: -8
  CRFBP-R2 agonist: -2.4

SMILES: Cc1ccccc1C(=O)N1Cc2cnnn2-c2ccccc2C1C#N (stereo not given)
  CRFR2-BP antag: 9
  GalR3 antag: -3
  CRFBP-R2 agonist: 0.8

Single entries from the results shown.
Value of `CC1(C)C(=O)CCC2C1=CCC1C2CCC2(C)C(O)CCC12` (stereo not given) in CRFBP-R2 agonist: -0.4
Value of `CN(c1ccccc1)P(=O)(N1CC1)N1CC1` in GalR3 antag: -2

A portion of the library (hit frequency here may not be typical).
